# Screening data deposited in PubChem by several laboratories.
# ROMK primary: modulates human ROMK potassium channel activity; B-score at 10 µM; P48048; Tet-inducible ROMK, thallium flux fluorescence; actives lie on both sides; 130,000 tested, 2% active;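 active = signal ratio slope over the read window, or its plate-corrected B-score, at least 3 SD from the plate mean, either direction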;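 also: B-score of the F/F0 ratio slope over 7 to 12 s after thallium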
# S1P3 antagonist: blocks the human S1P3 receptor; Q99500; inhibition, % at 4.98 µM; CHO S1P3 NFAT-BLA reporter, FRET fluorescence, antagonist mode; 170,000 tested, 0.27% active; AID 485;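 active = inhibition above the plate cutoff, the mean inhibition of test wells on that plate plus 3 SD, cut at about 28% in these data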;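 also: cells challenged with S1P at its EC80 of 0.8 µM; blue over green emission ratio from cleaved BLA substrate after 4 h stimulation; 0% = S1P-stimulated wells and 100% = unstimulated DMSO-only wells; some compounds past the cut are filed as inactive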
# PMI act hi M6P: PMI (human) activation, high substrate; P34949; activation factor at 20 µM; coupled PMI enzyme assay, resazurin fluorescence, 20 min; stronger effect = higher value; 1 = untreated enzyme, 0 = substrate-free blank; 190,000 tested, 0.34% active; AID 1216;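 active = activation factor of 2 or more at 20 µM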
# Target sequence (P34949 whole entry, looked up): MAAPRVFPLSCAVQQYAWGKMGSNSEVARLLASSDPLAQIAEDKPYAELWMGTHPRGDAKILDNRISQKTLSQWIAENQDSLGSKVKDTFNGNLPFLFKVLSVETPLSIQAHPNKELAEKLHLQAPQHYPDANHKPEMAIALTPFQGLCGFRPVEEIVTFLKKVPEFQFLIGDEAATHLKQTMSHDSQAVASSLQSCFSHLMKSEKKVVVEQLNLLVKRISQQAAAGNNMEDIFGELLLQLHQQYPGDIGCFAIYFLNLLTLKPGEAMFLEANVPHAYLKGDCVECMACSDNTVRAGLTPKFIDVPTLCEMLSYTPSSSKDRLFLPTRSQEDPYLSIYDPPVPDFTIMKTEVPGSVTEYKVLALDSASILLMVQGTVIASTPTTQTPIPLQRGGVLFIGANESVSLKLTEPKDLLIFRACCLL
#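 Technique: Diaphorase-driven resazurin-to-resorufin fluorescence, excitation 544, emission 590 nm | Assay system: Human PMI in coupled enzyme assay | Times: Enzyme reaction with compound 20 min at room temperature | Medium: HEPES-buffered pH 7.4 with magnesium and detergent | Reagent: Mannose-6-phosphate 1.0 mM (near-saturating) plus 0.22 mM NADP+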
# PMI act: phosphomannose isomerase (human) activation | 190,000 tested, 0.005% active | activation factor at 20 µM | P34949 | purified human PMI, coupled resazurin fluorescence, 20 min; stronger effect = higher value; 1 = vehicle control, 0 substrate-free wells | AID 1214;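 active = activation factor of 2 or more at 20 µM, relative to plate controls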
# PPARg SRC-3 ag: PPARgamma-driven SRC-3 recruitment agonism; P37231; biochemical PPARgamma/SRC-3 coactivator recruitment assay; activation, % at 8 µM; 200,000 tested, 0.26% active; in the data active = activation above about 23%;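 also: 0% = DMSO and 100% = reference agonist; some compounds past the cut are filed as inactive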
# Target sequence (P37231 whole entry, looked up): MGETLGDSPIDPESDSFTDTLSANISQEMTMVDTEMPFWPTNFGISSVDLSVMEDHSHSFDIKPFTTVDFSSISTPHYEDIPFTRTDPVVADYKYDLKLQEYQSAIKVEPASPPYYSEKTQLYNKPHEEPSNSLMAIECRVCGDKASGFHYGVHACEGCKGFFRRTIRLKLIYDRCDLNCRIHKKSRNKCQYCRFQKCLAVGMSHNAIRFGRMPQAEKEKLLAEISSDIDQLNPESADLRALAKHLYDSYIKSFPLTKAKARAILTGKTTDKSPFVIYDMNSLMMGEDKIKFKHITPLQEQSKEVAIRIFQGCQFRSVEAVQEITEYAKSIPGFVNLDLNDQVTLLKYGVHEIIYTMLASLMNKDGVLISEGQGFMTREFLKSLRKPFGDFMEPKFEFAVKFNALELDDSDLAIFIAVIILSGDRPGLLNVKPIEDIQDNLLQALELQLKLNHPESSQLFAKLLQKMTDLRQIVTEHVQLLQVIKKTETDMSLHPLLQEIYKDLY
# Diaph act CS: counter-screen for diaphorase-based assays: diaphorase activators and chemical reducers; Diaphorase/resazurin coupled assay, resorufin fluorescence, 16 min; stronger effect = higher value; 1 = vehicle wells, 0 = NADH-free wells; activation factor at 20 µM; 190,000 tested, 0.005% active; AID 1229;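 active = diaphorase activity raised at least twofold by the compound at 20 µM; inactive = activation factor below 2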
#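 Material: purified diaphorase enzyme from Clostridium kluyveri; Also added: 0.114 mM NADH and 0.1 mM resazurin, final amounts; Doses: single compound dose of 20 µM, 1% DMSO final; Times: 16 min enzyme reaction, ambient temperature; Detection: resorufin fluorescence, excitation 544 nm, emission 590 nm; Measure: increased resorufin signal from activators or reducing compounds.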
# SRC2 TRFRET art: TR-FRET artefact, counter-screen to PPARgamma/SRC-2 agonist assay. stronger effect = higher value. TR-FRET ratio at 8 µM. 200,000 tested, 0.4% active; in the data active = TR-FRET ratio above about 2000; also: inactives centre near 1500
# Diaph inh CS: counter-screen for diaphorase-based assays: diaphorase inhibitors and chemical oxidizers | diaphorase resazurin-to-resorufin fluorescence, NADH, 16 min; bacterial (C. kluyveri) enzyme, not human | inhibition, % at 20 µM | 190,000 tested, 0.69% active | AID 1217;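 active = primary screen inhibition at 20 µM above a set limit, cut at about 50% in these data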;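 also: plate controls were DMSO with full reaction for no effect and wells lacking NADH for full effect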
#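 Assay system – diaphorase enzyme from Clostridium kluyveri · Amount – diaphorase 0.14 U/mL (working solution) · Times – reaction incubation of 16 min at room temperature · Controls – No-NADH positive control and DMSO neutral control · Signal – resorufin fluorescence 544/590 nm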
# PPARg SRC-2 ag: agonists of SRC-2 recruitment by human PPARgamma; P37231; PPARgamma LBD-SRC-2 recruitment, biochemical; activation, % at 8 µM; 200,000 tested, 0.34% active; AID 1032; in the data active = activation above about 22%;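 also: 0% = vehicle and 100% = reference agonist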
# PPARg SRC1 recr: agonists of human PPARgamma SRC-1 coactivator recruitment; P37231; PPARgamma-SRC-1 coactivator recruitment biochemical assay; activation, % at 8 µM; 200,000 tested, 0.41% active; AID 631; in the data active = activation above about 19%;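 also: 0% = DMSO and 100% = reference agonist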
# G6PDH counter: inhibits Leuconostoc G6PDH, flagging false hits in G6PDH-based assays | Purified L. mesenteroides G6PDH, diaphorase/resazurin coupled fluorescence, 45 min | 200,000 tested, 0.12% active | inhibition, % at 5 µM; in the data active = inhibition above about 50%
# Starred values were filed as active, the others as inactive; x = not tested or not shown.
canonical_smiles,ROMK primary,S1P3 antagonist,PMI act hi M6P,PMI act,PPARg SRC-3 ag,Diaph act CS,SRC2 TRFRET art,Diaph inh CS,PPARg SRC-2 ag,PPARg SRC1 recr,G6PDH counter
CCN(CC)P(c1n(C)cc[n+]1C)N(CC)CC,0.29,-11,1.2,0.5,-1,1,1639,0,4,3,9
C=CCn1c(O)c(C(C)=NCc2ccco2)c(=O)[nH]c1=O,x,x,1,1,8,0.9,1417,10,-1,1,-3
CCCCn1c(NS(=O)(=O)c2ccccc2)c(C(=O)OCC)c2nc3ccccc3nc21,-2.6,-7,0.6,1.1,5,0.8,1828,17,8,10,42
O=c1[nH]c(=O)n(CCc2ccccc2)c(O)c1C=NCCN1CCNCC1,-0.53,x,1.1,1.1,7,1,1390,-4,-2,0,-2
CC(C)[C@@]1(NC(=O)[C@@H]2C=C3c4cccc5[nH]cc(c45)C[C@H]3N(C)C2)O[C@@]2(O)[C@@H]3CCCN3C(=O)[C@H](Cc3ccccc3)N2C1=O,x,-8,1,1,-1,0.6,1474,44,12,13,46
O=c1c2ccccc2ncn1-c1ccc([N+](=O)[O-])c(C(F)(F)F)c1,-0.12,0,0.9,1,0,0.9,1542,14,1,4,3
COc1ccc(C(=O)C2(C)N(O)C(C)C(c3cccs3)=[N+]2[O-])cc1 (centres undefined),x,x,0.9,0.9,0,0.8,1542,18,2,3,-14
Cc1ccc(NP(=O)(Oc2ccccc2F)Oc2ccccc2F)cc1C,-0.37,9,0.9,0.8,-2,0.8,1474,20,10,0,14
N#CC1=C(N)Oc2c(c(=O)oc3ccccc23)C1c1cccnc1 (centres undefined),x,x,0.9,1,3,1,1574,3,7,11,10
O=C1NC(=O)N(c2ccccc2)C(=O)/C1=C\c1ccc2c3c(cccc13)CC2,x,-4,1,1,2,0.9,1578,10,0,3,-6
CCOc1ccc(N2C(=O)NC(=O)/C(=C/c3cnc(SC)nc3)C2=O)cc1,0.22,2,1.3,1.1,0,1,1698,2,13,8,13
C=CCn1c(O)c(C(CC)=Nc2ccc(N(CC)CC)cc2)c(=O)[nH]c1=O,0.041,-9,0.5,0.9,-2,0.7,1477,33,5,-3,6
Cc1cc(C)nc(-n2c(C)nc3cc(Cl)ccc3c2=O)c1,-1.4,x,0.9,0.9,2,0.9,1492,13,1,-2,3
CC(=O)C1C(=O)NC23CCCCC2C1c1ccccc1O3 (centres undefined),0.072,-8,1,1,-9,0.9,1770,7,10,4,-8
O=C(/C=C/c1ccccc1)NCCc1cnc[nH]1,0.41,2,1,0.8,-1,1.1,1511,-6,-1,-2,14
COc1ccc(C2SCC(=O)Nc3c2c(C)nn3-c2ccccc2)cc1OC (centres undefined),x,x,1,1,8,0.9,1573,10,-2,5,6
COc1ccccc1OCC(=O)N1CCN(Cc2ccc3c(c2)OCO3)CC1,-0.36,-3,1,1,-3,1,1418,5,1,5,1
O=C1CCCN1C(=O)c1cncc(Br)c1,x,x,1.1,1,10,1,1562,-4,2,0,0
CCC(=O)OC1(c2ccccc2)C(C)CN(C)CC1C (centres undefined),0.086,-4,1,1,-5,0.9,1496,9,-4,2,17
CCSc1nnc(C(N)Cc2ccccc2)o1 (centres undefined),x,x,1.1,1,4,0.9,1664,14,7,2,3
Cc1ccc(-n2c(O)c(/C=N/NC(=O)c3ccncc3)c(=O)[nH]c2=O)cc1,-0.17,-20,1,0.9,5,0.7,1605,26,1,4,-14
Nc1c2c(nc3sc4c(c13)CCCCC4)CCCC2,-2.3,6,1.1,1,0,1.1,1519,-8,3,-6,14
COC(=O)CCCCC1SCC(NC(=O)c2ccccc2)C1Cl (centres undefined),-1.6,-10,1,1,-1,1.1,1619,-6,-2,-6,1
CN1CCc2nc3sc(C#N)c(N)c3c(-c3cccs3)c2C1,3,x,1.3,1.1,-2,0.7,1601,34,7,4,4

# (continued)
# Order of values: ROMK primary | S1P3 antagonist | PMI act hi M6P | PMI act | PPARg SRC-3 ag | Diaph act CS | SRC2 TRFRET art | Diaph inh CS | PPARg SRC-2 ag | PPARg SRC1 recr | G6PDH counter
> CC(C)(C)C(=O)OC[N+](C)(C)CCOC(=O)C(O)(c1ccccc1)C1CCCC1 (centres undefined)
→ -0.36 | 0 | 1 | 1 | 0 | 1 | 1426 | 1 | -7 | 2 | 9
> CCCc1nc2ccccc2c(=O)n1-c1ccc(OC)cc1
→ x | x | 0.9 | 1 | 16 | 0.9 | 1508 | 10 | -2 | 4 | 10
> O=C1/C(=C/c2cccnc2)N2CCC1CC2
→ -0.42 | 4 | 1 | 1.1 | -1 | 0.9 | 1638 | 14 | -1 | 4 | -3
> C=CCn1c(O)c(C(C)=NCCC2=CCCCC2)c(=O)[nH]c1=O
→ 0.97 | x | 1 | 1 | -6 | 0.9 | 1543 | 6 | 4 | 9 | 8
> COc1ccc(CN2CCCC(C(=O)c3sccc3C)C2)cc1O (centres undefined)
→ -0.036 | 8 | 1 | 1 | 4 | 0.9 | 1846 | 6 | 1 | 12 | 12
> Cc1ccc(N2C(=O)/C(=C/c3ccc(CN(CCC#N)S(C)(=O)=O)o3)C(=O)NC2=S)cc1C
→ x | x | 1.7 | 1.2 | -3 | 0.8 | 1630 | 16 | 7 | 5 | 9
> CCCCCSc1cc(OC)c(CCNC)cc1OC
→ -3.6* | x | 0.9 | 1 | -4 | 0.9 | 1424 | 8 | -3 | 2 | 4
> CN1C(=O)c2ccccc2Sc2ccc(C(=O)N3CCC4(CC3)OCCO4)cc21
→ -0.6 | x | 1 | 0.9 | 14 | 0.9 | 1556 | 10 | 3 | 12 | 10
> Cn1c(NN=O)nc2ccccc21
→ 0.94 | 13 | 1.2 | 1.1 | 4 | 1.1 | 1435 | -11 | 0 | 13 | -2
> OC(c1ccccc1)(c1ccccc1)C1CCNCC1
→ x | x | 0.9 | 0.9 | 6 | 0.9 | 1538 | 5 | 8 | 6 | 4
> Cc1ccc(OP(N)(=O)Oc2ccc(C)cc2)cc1
→ -1.8 | -16 | 1.1 | 1.1 | -2 | 1 | 1581 | 0 | 0 | -6 | 5
> CCS(=O)(=O)N1CCC(C(=O)N2CCC3(CC2)OCCO3)CC1
→ x | -42 | 0.9 | 0.9 | 0 | 0.9 | 1577 | 6 | 7 | 8 | -5
> COC(=O)C1=CO[C@@H](C)[C@@H]2CN3CC[C@@]4(C(=O)Nc5ccccc54)[C@@H]3C[C@H]12
→ -0.99 | -21 | 0.9 | 1 | 4 | 0.9 | 1651 | 13 | 8 | 2 | 14
> CCCCCc1nc2c(c(=O)c3ccccc3n2C)c(=O)n1C1CCCCCC1
→ x | -4 | 1 | 0.9 | 3 | 1.1 | 1451 | -5 | 4 | 4 | -22
> O=C(c1cc2c(s1)-c1ccccc1OC2)N1CCC2(CC1)OCCO2
→ 0.72 | 15 | 0.9 | 0.9 | 15 | 0.9 | 1516 | 15 | 8 | 11 | -18
> Cc1ccccc1-n1c(O)c(C=Nc2ccc(N(C)C)cc2)c(=O)[nH]c1=O
→ x | -23 | 0.8 | 0.9 | 26* | 0.9 | 2050* | 10 | 23* | 15 | 2
> CCCCn1c(O)c(C(C)=NCCc2ccccc2)c(=O)[nH]c1=O
→ x | 14 | 0.9 | 0.8 | 3 | 0.9 | 1500 | 13 | -4 | -1 | -16
> CC(C)COc1ccc(C2(C#N)CC[N+](C)(C)CC2)cc1
→ x | x | 1 | 1.1 | 11 | 0.9 | 1605 | 6 | 4 | 4 | 13
> CNCCc1nc(N)n[nH]1
→ 2.6 | x | 1.2 | 1.1 | 0 | 0.9 | 1539 | 7 | 1 | 6 | 22
> O=C(O)c1cccc2nc3ccccc3nc12
→ 0.045 | -15 | 1.9 | 1.6 | 1 | 0.8 | 1525 | 20 | 19 | 9 | 8
> O=[N+]([O-])c1ccc(N2CCNCC2)cc1Sc1ccccn1
→ -1.1 | 0 | 0.9 | 0.9 | -3 | 0.9 | 1652 | 14 | 1 | 4 | 11
> Cc1cc(C(=O)N=Nc2c(O)n(C)c3ccccc23)c(C)o1
→ x | -13 | 1.1 | 1 | -2 | 0.9 | 1405 | 11 | -7 | -7 | -10
> Cc1nn(Cc2ccc(Cl)cc2Cl)c(Cl)c1C(=O)Nc1ccc(OC(F)F)cc1
→ -0.088 | -1 | 0.9 | 1 | 4 | 0.9 | 1558 | 7 | 0 | 1 | 9
> COc1cc2c(cc1OC)[C@@]13CCN4CC5=CCO[C@H]6CC(=O)N2[C@H]1[C@H]6[C@H]5C[C@H]43
→ 0.11 | -43 | 1 | 1.1 | 2 | 0.9 | 1289 | 7 | 4 | -6 | 0
> O=c1[nH]c(=S)n(CCC2=CCCCC2)c(O)c1C=NCCCn1ccnc1
→ 0.053 | x | 1 | 1 | -1 | 1 | 1540 | 4 | 11 | 9 | 7

# Single records (already shown). Order of values: ROMK primary | S1P3 antagonist | PMI act hi M6P | PMI act | PPARg SRC-3 ag | Diaph act CS | SRC2 TRFRET art | Diaph inh CS | PPARg SRC-2 ag | PPARg SRC1 recr | G6PDH counter
# `CC(=O)C1C(=O)NC23CCCCC2C1c1ccccc1O3` (centres undefined) is listed with 0.072 | -8 | 1 | 1 | -9 | 0.9 | 1770 | 7 | 10 | 4 | -8
# `CCSc1nnc(C(N)Cc2ccccc2)o1` (centres undefined) is listed with x | x | 1.1 | 1 | 4 | 0.9 | 1664 | 14 | 7 | 2 | 3
# `CN1C(=O)c2ccccc2Sc2ccc(C(=O)N3CCC4(CC3)OCCO4)cc21` is listed with -0.6 | x | 1 | 0.9 | 14 | 0.9 | 1556 | 10 | 3 | 12 | 10
# `COC(=O)CCCCC1SCC(NC(=O)c2ccccc2)C1Cl` (centres undefined) is listed with -1.6 | -10 | 1 | 1 | -1 | 1.1 | 1619 | -6 | -2 | -6 | 1
# `O=c1c2ccccc2ncn1-c1ccc([N+](=O)[O-])c(C(F)(F)F)c1` is listed with -0.12 | 0 | 0.9 | 1 | 0 | 0.9 | 1542 | 14 | 1 | 4 | 3

# Not all compounds are listed; count on the stated rates, not on these rows.
